mIDH1 inhibitor: blocks human mutant IDH1 R132H enzyme; 390,000 tested, 0.093% active; AID 602179; O75874; IDH1-R132H enzyme, NADPH consumption, diaphorase/resazurin fluorescence; Potency, µM (titrated, usually from 76.6 µM), for inactives: at the highest dose activity change, negative = inhibition, most hits filed as inhibitors; further: potency means the concentration at half of the fitted maximal effect; on the % scale 0 is the no-effect control and ±100 the full control effect; nearly all actives have a fitted effect of over 65% in size
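IDH1-R132H (0.5 ug/mL) preincubated 30 min with compound, then NADPH (0.016 mM) and alpha-KG (2 mM) added; 80 min at RT, pH 7.5. Remaining NADPH coupled via diaphorase/resazurin to fluorescence (540/590 nm); concentration-response curves normalized to no-enzyme control.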
Vif-A3G inh: blocks the Vif interaction with human APOBEC3G | HeLa A3G-eYFP + Vif (tagged APOBEC3G with the HIV-1 protein that degrades it), YFP fluorescence, overnight | Potency, µM (titrated, usually from 46.1 µM), for the others: at the top dose activity, negative = active, actives largely listed as inhibitors | 410,000 tested, 0.076% active | AID 602310;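 further: potency means the concentration at half of the fitted maximal effect; on the % scale 0 is the no-effect control and ±100 the full control effect; nearly all actives have a fitted effect of over 60% in size; hits raise eYFP signal because A3G escapes Vif-driven loss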
Target sequence (Q9HC16 whole entry, looked up): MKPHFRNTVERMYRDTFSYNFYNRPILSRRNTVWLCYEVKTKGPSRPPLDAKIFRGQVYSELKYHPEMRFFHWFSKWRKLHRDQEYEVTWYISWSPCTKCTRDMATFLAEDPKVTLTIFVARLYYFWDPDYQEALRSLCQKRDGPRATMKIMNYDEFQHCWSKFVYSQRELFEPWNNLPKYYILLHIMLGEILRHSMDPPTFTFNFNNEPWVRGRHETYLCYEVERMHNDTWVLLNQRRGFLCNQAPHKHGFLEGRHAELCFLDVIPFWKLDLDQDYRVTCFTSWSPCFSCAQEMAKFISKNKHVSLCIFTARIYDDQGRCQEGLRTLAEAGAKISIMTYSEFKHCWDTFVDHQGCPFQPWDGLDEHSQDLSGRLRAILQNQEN
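HeLa cells stably expressing Vif and C-terminally eYFP-tagged A3G, seeded overnight at 37 deg C, then exposed to compound by pintool overnight at 37 deg C. Rise in yellow fluorescence (Ex 488/Em 500-530, Acumen) marks blocked Vif-driven A3G degradation.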
Glioma ERSR ind: inducers of ER stress response in human glioma cells; U87-MG GRP78 promoter luciferase reporter, 16 h; Potency, µM, for the others: at the highest dose activation, most hits filed as activators; 420,000 tested, 0.02% active; further: potency means the concentration at half of the fitted maximal effect; series mostly up to about 76 µM; % of control where 0% means no effect; nearly all actives have a fitted effect of over 35% in size
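Stably transfected U87-MG human glioma cells carrying a GRP78-based luminescent sensor were seeded at 1000 cells/well, pin-dosed with compounds and incubated 16 h. Luciferase reagent was then added, and end-point luminescence was read after 10 min at room temperature.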
PI4K2A block: PI4K2A (human) kinase inhibition | Q9BTU6 | purified PI4K2A, ADP-Glo luminescence, 1 h; hits give low values | activity change, negative = inhibition, % at 76.9 µM | 420,000 tested, 0.13% active; in the data active means activity change below about -50%; inconclusive means mostly about -30% to -49%;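 further: -100% = wells without enzyme as full effect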
Target sequence (Q9BTU6 whole entry, looked up): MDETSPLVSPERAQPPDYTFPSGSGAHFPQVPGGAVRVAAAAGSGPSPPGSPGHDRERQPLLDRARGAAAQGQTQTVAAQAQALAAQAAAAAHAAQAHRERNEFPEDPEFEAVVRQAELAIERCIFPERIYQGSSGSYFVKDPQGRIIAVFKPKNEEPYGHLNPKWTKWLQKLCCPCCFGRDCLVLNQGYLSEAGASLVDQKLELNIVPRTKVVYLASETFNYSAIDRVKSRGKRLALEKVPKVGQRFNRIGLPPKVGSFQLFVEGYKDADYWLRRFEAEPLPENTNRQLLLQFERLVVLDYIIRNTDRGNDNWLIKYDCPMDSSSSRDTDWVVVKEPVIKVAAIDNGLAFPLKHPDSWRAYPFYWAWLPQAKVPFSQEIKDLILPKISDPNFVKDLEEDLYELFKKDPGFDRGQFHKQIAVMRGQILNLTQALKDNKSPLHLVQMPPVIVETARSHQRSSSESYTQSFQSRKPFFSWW
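PI4K2A activity was measured by ADP-Glo luminescence: enzyme (4 ug/mL stock) and phosphatidylinositol (1.2 mM stock) in Tris pH 7.5/MgCl2/EGTA/Triton X-100 buffer were reacted with ATP (300 microM stock) for one hour at ambient temperature.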
RXFP1 agonist: activates the human relaxin receptor RXFP1 | Q9HBX9 | HEK293T-RXFP1 cAMP TR-FRET, 30 min; response scale: percent of porcine relaxin response, buffer zero | Potency, µM (titrated, usually from 57.5 µM), for the others: at the highest dose activation, hits mostly activators | 370,000 tested, 0.3% active; further: potency means the concentration at half of the fitted maximal effect; on the % scale 0 is the no-effect control and ±100 the full control effect; nearly all actives have a fitted effect of over 60% in size; many of its hits are not listed in these tables
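HEK293T cells stably expressing RXFP1 were pretreated with the PDE4 inhibitor Ro 20174, exposed to compounds for 30 min at 37C, lysed, and cAMP was read by TR-FRET. Data normalized to buffer (basal) and 29 nM porcine relaxin (100%).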
TrxR1 substrate: substrates of rat thioredoxin reductase 1; O89049; purified TrxR1 substrate turnover, NADPH consumption readout; Potency, µM (titrated, usually from 114 µM), for inactives: at the highest dose activity change, negative = substrate turnover; 390,000 tested, 0.01% active; further: potency means the concentration at half of the fitted maximal effect; on the % scale 0 is the no-effect control and ±100 the full control effect; nearly all actives have a fitted effect of over 50% in size
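Rat TrxR1, dispensed at 90 nM, was prereduced with 400 uM NADPH (final) for 5 min at ~22 deg C, then incubated with compound 15 min before 400 uM selenite. A first-read NADPH fluorescence drop versus no-compound background flagged substrates.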
Vif-APOBEC3F blk: blocks the Vif interaction with APOBEC3F. HeLa A3F-eYFP + Vif (tagged APOBEC3F with the HIV-1 protein that degrades it), YFP fluorescence increase. Potency, µM (titrated, usually from 46.1 µM), for inactives: at the highest dose activity, negative = active. 390,000 tested, 0.2% active; further: potency means the concentration at half of the fitted maximal effect; % of control where 0% means no effect; nearly all actives have a fitted effect of over 65% in size
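HeLa cells stably expressing Vif plus C-terminally eYFP-tagged A3F were seeded, incubated overnight at 37 deg C, dosed with compound, incubated overnight again at 37 deg C. Yellow fluorescence (Ex 488/Em 500-530) reported blocked Vif-mediated A3F-eYFP degradation.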
LDHA inh: inhibitors of human lactate dehydrogenase A. P00338. 480,000 tested, 0.15% active. purified LDHA, NADH/diaphorase-resazurin fluorescence; hits give low values. AID 1347041. activity change, % (values are at about 110 or 230 µM); in the data active means activity change below about -30%; inconclusive means mostly about -25% to -30%;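 further: plate controls were DMSO wells for no effect and wells without enzyme for full effect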
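Human LDH5 (2 nM) was incubated with 0.06 mM NADH and 0.2 mM pyruvate for 5 min at room temperature in Tris pH 7.4. Remaining NADH was coupled through diaphorase/resazurin, and resorufin fluorescence was read at 0 and 20 min.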
USP1-UAF1 inh: blocks the human USP1/UAF1 deubiquitinase complex. O94782. recombinant USP1/UAF1, Ub-Rhodamine cleavage fluorescence. Potency, µM (doses to about 57.1 µM), inactives show at the highest dose activity change, negative = inhibition, usual class: inhibitors. 390,000 tested, 0.23% active; further: potency means the concentration at half of the fitted maximal effect; on the % scale 0 is the no-effect control and ±100 the full control effect; nearly all actives have a fitted effect of over 60% in size; inactives centre near -12
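Step one: compound is pinned into 1nM USP1/UAF1 in HEPES pH 7.8 buffer with TCEP. Step two: 15 min room-temperature incubation. Step three: Ub-Rho (150nM final) starts cleavage, tracked by fluorescence over six one-minute reads.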
* hit, by the source's call; ? = inconclusive; . = no result given; & = joins results of further samples; [ ] = dose if it differs, or a comment. Unless noted, the call rests on the fitted dose curve; in most records, active means well fitted curve in the direction sought with a large enough effect; inconclusive means small, poorly fitted or top-dose-only effect, or another doubt; inactive means no such curve, though single readings can be large; an effect the other way counts as inactive or inconclusive. Some of the compounds tested (hit frequency here may not be typical).

Sequence of screens – mIDH1 inhibitor, Vif-A3G inh, Glioma ERSR ind, PI4K2A block, RXFP1 agonist, TrxR1 substrate, Vif-APOBEC3F blk, LDHA inh, USP1-UAF1 inh
[1] CCOc1ccc(S(=O)(=O)N(CC(=O)Nc2ccc3c(c2)OCO3)c2ccc(C)cc2)cc1
 : -7%, 1%, 0%, -6, 0.4%, 2%, 4%, 6, -16%
[2] CC(C)Cn1c(SCC(=O)O)nnc1-c1cccc(S(=O)(=O)N2CCOCC2)c1
 : -13%, 3%, -1%, -3, ., 1%, 2%, -2, -4%
[3] COc1ccc(S(=O)(=O)N2CCOCC2)cc1NC(=O)COC(=O)CCS(=O)(=O)c1ccc(C)cc1
 : 5%, 2%, -5%, 0, ., -8%, 3%, -4, -13%
[4] O=C(Cn1nc(-c2ccccc2)ccc1=O)NCCN1CCN(Cc2ccccc2)CC1
 : -2%, 0%, -1%, 1, 1.5%, 12%, -3%, -5, -4%
[5] O=C(c1cc(COc2ccc(F)cc2F)on1)N1CCSCC1
 : -8%, -7%, 5%, -1, 0.5%, 1%, -2%, -8, -19%
[6] COc1ccc(N2CCN(C(=O)Nc3ccccc3Cl)CC2)cc1
 : 7%&49%, -1%&1%, -2%&-1%, 0&-5, -4.2%&-5.0%, 1%[57.1 µM], -1%&5%, 2&2, -22%&9%
[7] COc1ccccc1CNC(=O)c1cc(-c2ccccc2C)nn1CC1CC(c2cccnc2)=NO1 (stereo not drawn)
 : 2%, -5%, -3%, -1, -0.3%, -6%, 4%, 0, -18%
[8] COc1ccccc1NC(=O)Cn1ncc2c1-c1ccccc1OC2
 : 7%, 0%, -1%, 0, 0.6%, 12%[57.1 µM], -5%, -7, -13%
[9] CCc1ccccc1S(=O)(=O)Cc1ccc(C(=O)NCCc2ccccc2)o1
 : -11%, 1%, 4%, 2, 2.1%, -3%, 1%, -3, -16%
[10] O=C(O)CC1C(=O)OCN1C(=O)OCc1ccccc1 (stereo not drawn)
 : 5%, -6%, -3%, -2, 1.3%, 9%, -6%, 0, ?
[11] CCOC(=O)c1cnc2c(c(C)nn2C)c1Oc1ccc(Cl)cc1
 : 0%, 1%, 1%, 0, 1.0%, 2%[57.1 µM], -2%, 5, -12%
[12] CC1(c2ccc(OC(F)F)cc2)NC(=O)N(CC(=O)NC2CCCC2)C1=O (stereo not drawn)
 : -5%, -1%, -1%, -2, 2.5%, -3%, 9%, -11, -1%
[13] CCOC(=O)C(NCc1ccccc1OC)(NC(=O)CC)C(F)(F)F (stereo not drawn)
 : 9%, 0%, -2%, 3, -0.5%, 8%, ., 2, -1%
[14] CCOc1ccc2nc(NC(=O)c3nc(SCc4ccccc4F)ncc3Cl)sc2c1
 : -13%, 1%, -2%, 1, 0.5%, -1%, -9%, -3, -19%
[15] Cc1nnc(N2C(=O)c3cccc4cccc(c34)C2=O)s1
 : 0%, 0%, -2%, 3, 3.5%, 50%, 7%, -5, -6%
[16] Cc1ccc2c(=O)cc(C(=O)Nc3ccc(S(=O)(=O)Nc4onc(C)c4C)cc3)oc2c1C
 : -3%, -3%, -4%, -7, 13%, -2%, -3%, ?, -15%
[17] COc1cc(C(C#N)N2CCC(c3ccccc3)=N2)ccc1O (stereo not drawn)
 : 9%, -5%, ?, 1, -0.3%, -4%, 3%, 5, -27%
[18] CC1=C(C)CC(C(=O)c2ccccc2)C(C(=O)O)C1 (stereo not drawn)
 : -3%, 0%, -3%, 9, -0.1%, 3%[57.1 µM], 6%, -3, -11%
[19] CN(C)c1ccc(P(=O)(OCc2ccccc2)C(O)c2ccccc2F)cc1 (stereo not drawn)
 : -7%, -8%, -2%, 9, -0.3%, 1%, 6%, -11, -25%
[20] CC(C)CNC(=O)C1(C)CCCN1C(=O)c1cccnc1Oc1ccccc1 (stereo not drawn)
 : ., 0%, -2%, 1, ., ., ., -7, .
[21] CCc1n[nH]c(=S)n1/N=C/c1ccc(N(CC)CC)cc1
 : 10%, 0%, 5%, 0, -1.7%, -7%[57.1 µM], -22%, 5, -5%
[22] NNC(=O)c1nc(-c2cccc(-n3cccc3)c2)no1
 : 6%, -6%, -4%, -1, 5.6%, -15%[57.1 µM], 6%, -5, -2%
[23] COc1ccc(-c2cc(=O)oc3c(C)c(OC(C)C(=O)Nc4ccc(CN5CCOCC5)cc4)ccc23)cc1 (stereo not drawn)
 : 0%, -13%, 6%, 1, -0.2%, 6%, 2%, -1, -21%
[24] O=C(NCCc1ccc(Cl)cc1)C1CCN(c2cnccn2)CC1
 : -2%, 5%, 1%, 3, 1.6%, -2%, -1%, -10, -12%
[25] O=C(Cn1c2[n+](c3ccccc31)CC(O)CS2)c1ccccc1 (stereo not drawn)
 : -1%, 0%, 7%, 0, 1.3%, 2%[57.1 µM], ?, -6, -10%
[26] Oc1cccc(Nc2ncnc3sc4c(c23)CCCC4)c1
 : -6%, -5%, -3%, -2, 7.2%, -2%[57.1 µM], 11%, 0, -15%
[27] COc1cccc(CNC(=O)Cn2nc(C)c3c(C)n(-c4ccc(C)cc4)nc3c2=O)c1OC
 : -4%, 0%, -2%, 1, 3.2%, -5%, 0%, -7, 2%
[28] COc1ccc(NC(=O)NS(=O)(=O)c2ccc(C)cc2)cn1
 : 4%, 1%, 0%, -7, -2.5%, 58%, ?, 16, ?
[29] Cc1nc(SCC(=O)Nc2ccc(OCc3ccccc3)cc2)n[nH]1
 : 8%, 0%, -6%, -16, -2.8%, 5%, 1%, -1, -21%
[30] O=C1Cc2ccccc2C1=C1C=c2ccccc2=C1
 : ., -1%, -1%, ., ., -4%, ., 11, .
[31] CC(=O)c1cccc(-n2c(CCC(=O)O)ccc2-c2cccs2)c1
 : 0%, 0%, 4%, 1, -0.5%, 14%[57.1 µM], -6%, 3, -3%
[32] Cc1cc(NC(=O)CSc2nc3c(sc4ccccc43)c(=O)n2CCc2ccccc2)n[nH]1
 : -1%, -2%, 0%, -1, 10%, 5%, 1%, -15, -14%
[33] CCCOc1ccc(N2C(=O)CC(N(Cc3ccc(S(N)(=O)=O)cc3)C(=O)CC)C2=O)cc1 (stereo not drawn)
 : -3%, 0%, -1%, -4, -0.6%, 12%[57.1 µM], 10%, -3, -1%
[34] C/C(=N\NC(=S)NCc1ccccc1)c1ccc2ccccc2c1
 : 1%, -2%, -5%, -6, 1.3%, -4%, ?, -2, -18%
[35] Cc1c(NC(=O)CNCc2ccc3c(c2)OCO3)c(=O)n(-c2ccccc2)n1C
 : -3%, 1%, -3%, 0, 8.7%, -4%, 4%, ?, 9%
[36] COc1ccc(-c2cnc3c(NC=O)cc(-c4cccc(NS(C)(=O)=O)c4)cn23)cc1OC
 : ., ?, -8%, 2, ., ., ., -10, .
[37] O=C(CN1C=NS(=O)(=O)c2ccccc21)Nc1ccc(Br)cc1
 : 8%, 0%, -3%, 1, 3.7%, 0%[57.1 µM], 3%, -1, 3%
[38] Cc1ccc(S(=O)(=O)N2CCCC(C(=O)NC3CCCC3)C2)cc1Cl (stereo not drawn)
 : -4%, 0%, -4%, -3, 0.2%, -5%, 0%, -7, 2%
[39] Cc1ccc(NC(=O)c2ccc(S(=O)(=O)NCC3CCCO3)cc2)cc1 (stereo not drawn)
 : 2%, 0%, 1%, -3, 0.0%, 6%, 1%, -1, -4%
[40] C=CCOn1c(=O)c(-c2ccc(OCC)cc2)[n+]([O-])c2ccccc21
 : 3%, 1%, 1%, 0, 4.9%, 7%[57.1 µM], -22%, 1, -21%
[41] COc1ccccc1N1CCN(C2CCN(C(=O)COc3cccc(C)c3)CC2)CC1
 : -1%, -7%, -1%, -5, 0.2%, -5%, 1%, -22, -6%
[42] CCOC(=O)Cc1csc(NC(=S)NC(=O)c2cc(OC)cc(OC)c2)n1
 : -1%, -1%, -7%, 1, -0.1%, -5%, -11%, -3, -23%
[43] CC(C)Nc1nc(Nc2ccccc2Cl)c2sccc2n1
 : ., -3%, -4%, 2, ., ., ., -7, .
[44] COc1ccc(S(=O)(=O)n2ccc(C)n2)cc1C
 : -1%, 0%, -3%, -3, -1.8%, 6%, 3%, -4, 9%
[45] CCCCN(C(C)=O)c1c(N)n(CCC)c(=O)n(CC(=O)Nc2cc(Cl)cc(Cl)c2)c1=O
 : 2%, 0%, -3%, -5, -0.1%, -19%[57.1 µM], -1%, -3, -14%
[46] O=C1C2CC=C(Cl)CC2C(=O)N1CCc1c[nH]c2ccccc12 (stereo not drawn)
 : 10%, 1%, 0%, -8, 1.8%, 7%, -7%, -8, -9%
[47] c1cc2c(cnc3cscc32)s1
 : 7%, 1%, -6%, 6, 8.3%, 9%, 1%, 0, -19%
[48] Nc1ccc(C(=O)N2CCCC2)cc1
 : 6%, -3%, -7%, -1, -0.4%, -11%, 5%, -5, -12%
[49] OCCNCCSc1nc(C2CCCCC2)n(-c2ccccc2Cl)n1
 : 14%, 0%, -4%, 2, 0.2%, 2%, -9%, -22, 4%

Bioassay records (PubChem)
